Screening data: PubChem BioAssay, Sanford-Burnham Center for Chemical Genomics
Gli-Sufu block = Gli-Sufu pathway antagonism; inhibition, % at 5 µM; Sufu-KO-LIGHT fibroblasts, Gli luciferase reporter luminescence; 0.74% of 340,000 active;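 active means inhibition above about 55%, limit read from the data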;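 further: 0% = DMSO-treated cells and 100% = wells with medium but no cells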
CXCR6 inh = inhibitors of human CXCR6 receptor; O00574; CHO-K1 PathHunter CXCR6 beta-arrestin, luminescence; inhibition, % at 20 µM; 0.36% of 360,000 active; AID 602244; in the data active means inhibition above about 34%, passing the limit was not always enough;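 further: antagonist mode with CXCL16 agonist at 10 nM final; 0% = 10 nM CXCL16 with DMSO and 100% = unstimulated wells without agonist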
CCR6 antagonist = blocks CCL20-driven beta-arrestin recruitment at human CCR6. P51684. CHO-K1 CCR6 PathHunter beta-arrestin, luminescence, CCL20-stimulated. inhibition, % at 20 µM. 0.49% of 340,000 active;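 active means compounds whose inhibition of the agonist-driven luminescence signal at 20 µM reaches about 50%, limit read from the data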;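 further: cells stimulated with CCL20 at 14 nM final; plate controls were DMSO with CCL20 for no effect and DMSO without agonist for full effect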
Target sequence (P51684 whole entry, looked up): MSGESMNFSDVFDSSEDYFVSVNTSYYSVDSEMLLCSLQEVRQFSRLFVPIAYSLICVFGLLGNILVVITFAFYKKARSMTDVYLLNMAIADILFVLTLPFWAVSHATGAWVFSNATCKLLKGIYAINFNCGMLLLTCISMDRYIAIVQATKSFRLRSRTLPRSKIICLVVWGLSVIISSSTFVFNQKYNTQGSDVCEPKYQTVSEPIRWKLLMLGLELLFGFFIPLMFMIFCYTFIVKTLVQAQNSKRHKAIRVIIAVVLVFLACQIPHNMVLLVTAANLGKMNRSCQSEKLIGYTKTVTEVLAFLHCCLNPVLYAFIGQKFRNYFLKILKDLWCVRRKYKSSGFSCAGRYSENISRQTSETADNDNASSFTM
ATG4B inh = inhibitors of human ATG4B cysteine protease; ATG4B cleavage of LC3-PLA2, NBD-HPC fluorescence, 1 h; inhibition, % at 8.33 µM; 0.51% of 340,000 active; in the data active means inhibition above about 40%
Target sequence (Q9Y4P1 whole entry, looked up): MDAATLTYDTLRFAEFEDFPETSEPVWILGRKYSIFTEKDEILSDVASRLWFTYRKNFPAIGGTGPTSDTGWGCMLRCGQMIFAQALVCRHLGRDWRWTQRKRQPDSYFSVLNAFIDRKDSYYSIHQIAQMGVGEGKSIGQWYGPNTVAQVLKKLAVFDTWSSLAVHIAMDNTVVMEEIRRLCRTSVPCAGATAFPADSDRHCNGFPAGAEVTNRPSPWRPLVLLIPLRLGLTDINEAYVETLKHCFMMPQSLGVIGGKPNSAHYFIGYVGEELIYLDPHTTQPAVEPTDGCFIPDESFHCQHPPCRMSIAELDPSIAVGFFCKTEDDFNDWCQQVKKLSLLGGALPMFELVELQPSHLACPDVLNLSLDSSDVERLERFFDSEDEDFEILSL
UBC13 inh = human UBC13 polyubiquitination inhibition | P61088 | UBC13 polyubiquitin chain formation, TR-FRET | inhibition, % at 20 µM | 0.47% of 330,000 active; in the data active means inhibition above about 45%, passing the limit was not always enough
Target sequence (P61088 whole entry, looked up): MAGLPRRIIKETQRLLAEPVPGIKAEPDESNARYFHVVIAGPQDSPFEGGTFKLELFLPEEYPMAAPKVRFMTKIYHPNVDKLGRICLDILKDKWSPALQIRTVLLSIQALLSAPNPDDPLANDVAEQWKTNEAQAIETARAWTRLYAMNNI
EBI2 block = antagonists of human EBI2 receptor; P32249; EBI2 beta-arrestin recruitment, luminescence, 7a,25-OHC stimulated; inhibition, % at 5 µM; 0.81% of 360,000 active; AID 651636; in the data active means inhibition above about 38%;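 further: enzyme fragment complementation signal reports receptor beta-arrestin coupling in cells; 0% = agonist plus DMSO wells and 100% = wells without agonist; some results beyond the cut were filed as inactive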
APJ agonist = APJ receptor agonism | P35414 | 0.11% of 330,000 active | CHO-K1 APJ PathHunter beta-arrestin, luminescence; 0% DMSO wells, 100% apelin | activation, % at 20 µM;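 active means activation more than six SD over the plate average, tested at 20 µM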;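 further: 0% = DMSO alone and 100% = apelin-13 at 10 nM; some results filed as inactive read as strong as hits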
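Material: engineered CHO-K1 APJ arrestin reporter cells; amount: 1000 CHO-K1 reporter cells seeded per well; incubation: compound stimulation 90 min at 25 °C, detection 60 min; signal: luminescent beta-gal fragment complementation, chemiluminescent substrate; read-out basis: APJ agonist activity; controls: DMSO-only wells as negative, 10 nM Apelin-13 as positive control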
APJ antagonist = APJ receptor antagonism | 0.32% of 330,000 active | P35414 | inhibition, % at 20 µM | AID 2521 | CHO-K1 APJ beta-arrestin complementation, luminescence;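 active means inhibition above about 40% at 20 µM, limit read from the data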;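 further: cells challenged with 10 nM apelin-13 agonist together with compound; plate controls were apelin-13 plus DMSO wells for no effect and DMSO wells lacking apelin-13 for full effect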
Numbers without * were called inactive; . = no result given.

Compound	Gli-Sufu block	CXCR6 inh	CCR6 antagonist	ATG4B inh	UBC13 inh	EBI2 block	APJ agonist	APJ antagonist
O=C(NNC(=O)c1ccc(Br)cc1)c1ccncc1	2	3	8	8	-14	-1	0	-13
Cc1c(N(C)C(=O)C23CC4CC(CC(C4)C2)C3)c(=O)n(-c2ccccc2)n1C	-4	-2	-1	-2	-5	-3	0	13
Nc1ccn(C2CCCCO2)c(=O)n1 (stereo unspecified)	7	-1	1	-2	.	-10	.	.
CC(=O)n1cc(/C=N/NC(=O)c2ccccc2O)c2ccccc21	1	-11	6	-6	-4	-2	-3	-3
CN(Cc1ccccc1)C(=O)COC(=O)c1ccc(Cl)cc1N	7	6	0	-2	10	0	-3	-1
CCC(=O)N(CC(=O)Nc1sc(C)c(C)c1C(N)=O)Cc1ccc(F)cc1	5	6	7	-3	0	-2	-3	-29
Cc1ccc(S(=O)(=O)/N=C(\CSC(N)=O)Nc2ccccc2)cc1	7	2	7	-5	-4	1	-2	-11
COc1cc(C(=O)Nc2sc(C)c(C)c2C(=O)O)cc(OC)c1OC	-11	-1	-1	-7	8	0	1	-7
COc1ccc(C(=O)N2CCCC(C(=O)N3CCN(c4ccccc4)CC3)C2)cc1 (stereo unspecified)	-10	2	11	1	6	-4	-2	8
OC1(c2ccccc2Cl)NN=C2CCCCCN21 (stereo unspecified)	-32	-12	-10	-2	-5	-16	-1	7
CC(C)CNC(=O)CCCc1c[nH]c2ccccc12	6	-1	10	-5	1	1	1	3
COc1cc(C)c(S(=O)(=O)NCc2ccc3c(c2)OCO3)cc1C	-4	0	7	-9	1	5	-2	-7
CCOCCCNC(=S)Nc1ccc(Br)cc1Cl	1	-2	11	1	18	-6	-4	3
CCCOC(=O)C1=C(C)N(C)C(=O)NC1c1cc2c(cc1Br)OCO2 (stereo unspecified)	3	6	1	-5	-1	6	0	12
CCN1CCCC1CNC(=O)CCNC(=O)c1cc(OC)c(OC)c(OC)c1 (stereo unspecified)	-3	-4	0	-5	-5	-7	2	14
COC(=O)CN(c1ccc(F)cc1)S(=O)(=O)c1ccccc1	1	-2	4	0	8	2	-3	6
CCCCN(C(=O)c1c(C)[nH]c(C(=O)OCC)c1C)c1ccccc1	6	3	18	0	4	-2	-3	17
Cc1cc(NC(=O)CSc2nnc(CNc3cccc(C(F)(F)F)c3)n2Cc2ccco2)no1	-1	2	11	-7	-1	12	0	13
COc1cc(C(=O)NCc2nnc(SCC(=O)NC3CCCC3)o2)cc(OC)c1OC	7	6	19	1	-1	4	-3	4
COc1ccc(NC(=O)C(c2ccccc2)N(C)C(=O)c2ccc(=O)[nH]c2)cc1 (stereo unspecified)	-6	3	-11	-6	-16	-7	1	-5
Cc1cccc(NC(=S)N/N=C/C(C)c2ccccc2)c1C (stereo unspecified)	-8	-7	14	9	1	6	0	0
Cc1ccc(C(=O)NCC(c2cccs2)N(C)C)cc1S(=O)(=O)N1CCOCC1 (stereo unspecified)	-10	-3	-1	-6	5	-2	-3	17
O=C(N/N=C1/SCC(=O)N1Cc1ccco1)c1ccccc1F	-10	5	3	-3	3	-5	-4	-41
COCCNC(=O)CSc1ccccc1C(=O)NC1CCCc2ccccc21 (stereo unspecified)	-3	-6	14	4	0	-1	-5	14
CC(C)c1ccc(C(CC(=O)c2ccc(Cl)cc2)C(=O)O)cc1 (stereo unspecified)	2	-2	-4	-7	-11	12	13	2
CCN(CC)CCCNC(=O)Cn1cc2c(n1)CCC(C)C2 (stereo unspecified)	0	-4	4	-4	6	-3	-2	-46
O=C(O)c1ccccc1-c1ccccc1C(=O)Nc1nccs1	1	7	15	-10	2	-5	-4	-34
COc1ccc2nc(SCC(=O)Nc3c(C)cccc3C)[nH]c2c1	9	-6	-10	-10	0	-15	3	-2
C=CCNc1nc2ccccc2nc1NS(=O)(=O)c1ccc(OC)cc1	1	-3	2	4	5	9	-3	3
CCc1ccc(-c2ccc(SCc3ccccn3)nn2)cc1	-46	9	2	-7	14	-7	2	2
Cc1ccc(C(=O)Nc2cccc(-c3nc4ncccc4o3)c2)cc1	-4	0	8	-8	-6	9	-3	6
COc1cccc(OCc2nnc(SCC(=O)NNC(=O)C3CCCCC3)n2C)c1	-9	-8	13	-4	8	-3	-4	11

In a second layout: results already given.
Values run as follows: Gli-Sufu block, CXCR6 inh, CCR6 antagonist, ATG4B inh, UBC13 inh, EBI2 block, APJ agonist, APJ antagonist
CCC(=O)N(CC(=O)Nc1sc(C)c(C)c1C(N)=O)Cc1ccc(F)cc1
→ 5, 6, 7, -3, 0, -2, -3, -29
Cc1ccc(S(=O)(=O)/N=C(\CSC(N)=O)Nc2ccccc2)cc1
→ 7, 2, 7, -5, -4, 1, -2, -11
COc1cc(C(=O)Nc2sc(C)c(C)c2C(=O)O)cc(OC)c1OC
→ -11, -1, -1, -7, 8, 0, 1, -7

Other records follow:
Compound	Gli-Sufu block	CXCR6 inh	CCR6 antagonist	ATG4B inh	UBC13 inh	EBI2 block	APJ agonist	APJ antagonist
CN(c1ccccc1)S(=O)(=O)c1cccc(C(=O)OCC(=O)NCc2ccc3c(c2)OCO3)c1	-18	5	16	-21	8	-1	3	-13
O=C(NCCS(=O)(=O)N1CCN(c2ccccc2F)CC1)c1ccc(F)c(F)c1	-6	6	4	5	2	-7	5	3
CC(=O)N/C(N)=N/c1nc2cc([N+](=O)[O-])ccc2o1	-29	-4	15	-1	0	0	3	6
Cc1ccc(-n2c(=O)[nH]cc(C(=O)Nc3ccc4c(c3)OCCO4)c2=O)cc1	-4	-4	5	-11	5	-1	-1	-5
CCN1C(=NCCOC)N[C@@H](c2ccccc2)[C@H](C(=O)OC)[C@H]1C	1	8	2	0	1	-8	-2	5
CCCCNC(=O)c1cc([N+](=O)[O-])[nH]n1	5	5	-7	4	-2	6	3	-11
COc1cccc(C(=O)NNC(=O)c2ccccc2-n2cccc2)c1	5	1	11	1	4	-7	-2	6
CN1CCC(=O)N([C@H](COc2ccccc2)Cc2ccccc2)CC1	8	0	7	-6	-5	-7	-2	19
O=C(O)c1cc(NC(=O)c2ccc(Cl)c([N+](=O)[O-])c2)cc(C(=O)O)c1	6	7	-3	-3	9	4	-4	27
CCCn1cnnc1CNC(=O)C1CCC(=O)N(CCCc2ccccc2)C1 (stereo unspecified)	-5	-5	9	2	0	-7	-4	13
Cc1cc(=O)n(C)c2ccccc12	3	-8	7	-3	-1	-2	-3	0
COc1ccc(S(=O)(=O)Nc2nc(C(F)(F)F)cs2)cc1	-1	4	11	3	2	-4	0	3
O=C(COc1ccc(C(=O)NCCN2CCOCC2)cc1)Nc1cccc(C(F)(F)F)c1	-11	8	8	8	-1	3	3	-4
COc1ccc(C)cc1NC(=O)CC(O)(C(F)(F)F)C(F)(F)F	3	7	-2	4	-3	-10	-4	0
CCCc1cc(=O)[nH]c(SCC(=O)N2CCOCC2)n1	4	2	-1	4	18	-11	-1	-14
Nc1ccc(Oc2ccc3c(c2)C(=O)NC3=O)cc1	-21	5	3	0	1	-7	-2	8
CS(=O)(=O)N(Cc1ccc(C(=O)N2CCc3ccccc3C2)cc1)c1ccccc1	6	2	-7	20	1	8	-4	3
Cc1[nH]c2ccccc2c1C(=O)CSc1n[nH]c(N)n1	28	0	-3	1	0	1	-3	-6
COc1ccc(S(=O)(=O)NCC2CCC(C(=O)NCCCN3CCCC3=O)CC2)cc1 (stereo unspecified)	30	-5	13	-3	-7	7	8	15
COc1cc(C2C(C(=O)OC(C)C)=C(C)Nc3[nH]c(=O)[nH]c(=O)c32)ccc1O (stereo unspecified)	.	0	-1	1	-4	-3	-1	-2
COc1ccc(CCN2C(=NC(=O)CCC(=O)O)SC3CS(=O)(=O)CC32)cc1 (stereo unspecified)	-3	7	0	-12	2	-3	-2	-4
CCN(CC)C(=O)COc1ccc(Br)cc1Cl	3	-3	-6	-16	8	-6	-10	7
CS(=O)(=O)N1CCCC(C(=O)NCc2ccccc2Cl)C1 (stereo unspecified)	-2	-2	0	-2	4	-17	-5	6
O=C(NCc1cccnc1)C1CC(=O)N(CCc2ccccc2)C1 (stereo unspecified)	2	-4	-3	-3	-10	3	1	-63
COc1ccc(C(=O)NCC(=O)N2CCCC(C(F)(F)F)C2)cc1OC (stereo unspecified)	-2	-8	4	3	6	-19	-6	18
O=C(CSC1=NS(=O)(=O)c2cc(Cl)ccc2N1)c1ccc(Cl)cc1	3	3	5	-6	-15	1	1	7
CC(C)(C)c1ccc(C(=O)N2CCCN(c3ccc([N+](=O)[O-])cn3)CC2)cc1	5	-5	12	-17	-2	8	-4	3
COc1cc2c(cc1OC)CN(CC(=O)NC(=O)NCc1ccccc1)CC2	5	-1	0	-1	8	-1	-1	6
Cc1ccc(C(=O)N2c3ccccc3NC(=O)C2C)cc1 (stereo unspecified)	0	4	-6	-3	-2	-2	0	-1
CC(C)CCN1CCN(Cc2ccc(C#CCCO)cc2)CC1CCO (stereo unspecified)	13	-2	9	-9	-2	-9	-3	-4
CCOc1ccccc1C(=O)Nc1nnc(COC)s1	-1	4	-5	-10	0	5	-4	8
CC(Sc1cnccn1)C(=O)O (stereo unspecified)	0	-8	5	0	3	8	-1	-4
COc1ccc(C(=O)NC2CCCc3ccccc32)cc1 (stereo unspecified)	18	-5	8	-7	5	-10	-2	7
CCN(CC)S(=O)(=O)c1ccc2c(c1)N(CC(=O)NCCN1CCOCC1)C(=O)CO2	-9	-16	8	3	-5	-4	-1	3
COc1cccc(NC(=O)Cc2ccc3ccccc3c2)c1	-11	-6	11	1	-1	15	-3	-9
CC(C)(C)CC(=O)Nc1cc2c3c(c1)CCC(=O)N3CCC2	-13	0	-3	-6	-2	-13	0	8
S=c1[nH]nc(C2CCCCC2)n1/N=C/c1ccccn1	-2	12	13	-3	-4	-10	-1	-12
NC(=O)CCC(NS(=O)(=O)c1ccc(Cl)cc1)C(=O)NCc1ccc(Cl)cc1 (stereo unspecified)	10	2	2	-6	-2	-13	1	6
c1ccc(-n2ncc3cccnc32)cc1	-2	-5	-4	-14	7	-2	1	4
O=C(COc1ccc(Cl)cc1)NNC(=O)C(=O)N1CCCCC1	-2	0	-11	-5	-3	-8	-1	-21
O=C(NC1CCCC1)c1cccc2c1C(=O)c1ccc(Cl)cc1S2(=O)=O	-4	-25	2	-13	-5	-10	-3	7
COC(=O)CNC(=O)CN(c1ccc(OC)cc1OC)S(=O)(=O)c1ccccc1	-9	2	3	1	2	9	-3	-4
CCOC(=O)Cn1c(=O)oc2cc(S(=O)(=O)N(C)c3cccc(C)c3)ccc21	6	-1	0	0	-9	-5	-4	-22
CCC(=O)NC(=S)Nc1ccc(S(=O)(=O)N2CCN(C)CC2)cc1	6	-3	10	-2	-3	-13	-2	-18
Cc1ccccc1-n1cnnc1SCC(=O)Nc1cccnc1Cl	-3	8	-6	-5	-3	-12	-4	8
COc1ccc(S(=O)(=O)Nc2ccc(C)cn2)cc1	-17	-2	-4	9	46*	-3	1	-10
CCN1CCN(CCNC(=O)c2ccc3nc(-c4cccc(C)c4)c(-c4cccc(C)c4)nc3c2)CC1	21	0	22	8	54*	15	10	31
CCn1c(SCC(=O)N(C)c2ccccc2)nc2c([nH]c3ccccc32)c1=O	13	-2	16	7	-1	13	3	7
O=S(=O)(Nc1ccccc1)c1ccc(F)cc1	9	8	-1	-2	7	-5	1	-2
Cc1cccc(-n2nc3c(c2NC(=O)c2ccc(Br)o2)CSC3)c1	0	1	11	27	-4	2	-5	13
